GAA inhib: qHTS Assay for Inhibitors of Human alpha-Glucosidase as a Potential Chaperone Treatment of Pompe Disease; Lysosomal alpha-glucosidase (Homo sapiens), P10253; purified human GAA, 4-MU-alpha-glucoside fluorescence; Potency, µM (titrated, usually from 76.9 µM), without a hit: at the top dose activity change, negative = inhibition, hits mostly inhibitors; 0.005% of 200,000 active; AID 1466, 2008;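 also: potency is read from the fitted curve at half-maximal effect; plate controls were uninhibited enzyme wells for no effect and no-enzyme background for full effect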
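Enzyme (4 nM final) mixed with compound (up to 77 uM), then 4-MU-alpha-D-pyranoside (400 uM final) added; 20 min at room temperature, pH 5.0. Reaction stopped at pH 10, fluorescence read, AC50 derived by Hill fit.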
GAA glycogen: qHTS Assay for Inhibitors and Activators of Human alpha-Glucosidase Cleavage of Glycogen. Lysosomal alpha-glucosidase (Homo sapiens), P10253. 0.38% of 300,000 active. Potency, µM (titrated, usually from 76.4 µM), for the others: at the top dose activity change, negative = inhibition, actives largely listed as inhibitors. recombinant GAA, glycogen substrate, Amplex Red glucose oxidase fluorescence;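 also: potency is read from the fitted curve at half-maximal effect; 0% = full enzyme reaction and -100% = no-enzyme basal signal; the screen sought inhibitors and activators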
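Recombinant human enzyme (4 nM); glycogen substrate; 37 C, 40 min, pH 5.0. Readout: coupled glucose oxidase/Amplex Red fluorescence.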
aGlu spleen mod: qHTS Assay for Inhibitors and Activators of Human alpha-Glucosidase From Spleen Homogenate; Lysosomal alpha-glucosidase (Homo sapiens), P10253; human spleen homogenate, 4-MU-alpha-glucoside fluorescence; Potency, µM (series often up to 79.9 µM), inactives show at the highest dose activity change, negative = inhibition, hits mostly inhibitors; 0.006% of 240,000 active; AID 2112, 2009;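 also: potency is read from the fitted curve at half-maximal effect; 0% = enzyme with vehicle and -100% = no enzyme basal signal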
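AC50 values come from Hill-equation fits of concentration-response data, normalized to no-enzyme and full-activity controls. Enzyme source: 1 ug human spleen homogenate; 1 mM fluorogenic 4-MU glucoside, pH 5.0 citrate buffer, 37 C, 40 min.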
LMNA splice mod: qHTS Assay for Modulators of Lamin A Splicing. Potency, µM (series often up to 46.1 µM), for the others: top-dose ratio change, negative = inhibition, usual class: inhibitors. 0.01% of 200,000 active. HeLa LMNA splicing GFP/RFP minigene ratio, 48 h. AID 1487, 2009; active = well fitted inhibition curve with a large enough effect in the signal ratio, with a control signal flat, not every such curve was filed as active; inconclusive = small, poorly fitted or top-dose-only effect, or effect the other way, or a change in a side signal; the % refers to the signal ratio; also: potency is read from the fitted curve at half-maximal effect; % is scaled to controls: 0 for no effect and ±100 for the full control effect
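S3 HeLa stable clones carrying a lamin A-EGFP splicing minigene plus DsRed2 were seeded at 600 cells/well in Opti-MEM with 2% FBS, pin-dosed and incubated 48 h at 37°C. Acumen cytometry (488 nm) gave the GFP/RFP total-intensity ratio.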
CBFb RUNX1 block: qHTS Assay for Compounds Blocking the Interaction Between CBF-beta and RUNX1 for the Treatment of Acute Myeloid Leukemia; AlphaScreen CBFb-His/RUNX1-biotin binding, biochemical; Runt-related transcription factor 1 (Homo sapiens) + Core-binding factor subunit beta …; Potency, µM (doses to about 59.8 µM), without a hit: top-dose activity, negative = inhibition, hits mostly inhibitors; 230,000 tested, under 10 active; also: % of control where 0% means no effect
Target sequence (Q01196 whole entry, looked up): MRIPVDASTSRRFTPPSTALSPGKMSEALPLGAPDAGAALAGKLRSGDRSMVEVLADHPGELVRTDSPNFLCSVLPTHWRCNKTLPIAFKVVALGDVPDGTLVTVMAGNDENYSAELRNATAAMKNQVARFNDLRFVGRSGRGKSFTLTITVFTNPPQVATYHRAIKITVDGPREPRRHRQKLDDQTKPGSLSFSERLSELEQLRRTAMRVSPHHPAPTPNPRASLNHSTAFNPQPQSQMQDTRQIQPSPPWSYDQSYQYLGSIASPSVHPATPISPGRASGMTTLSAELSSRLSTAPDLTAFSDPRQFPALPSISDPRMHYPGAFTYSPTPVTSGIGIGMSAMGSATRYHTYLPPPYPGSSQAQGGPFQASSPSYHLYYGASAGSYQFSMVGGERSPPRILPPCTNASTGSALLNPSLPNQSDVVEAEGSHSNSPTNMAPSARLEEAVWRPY
Target sequence (Q13951 whole entry, looked up): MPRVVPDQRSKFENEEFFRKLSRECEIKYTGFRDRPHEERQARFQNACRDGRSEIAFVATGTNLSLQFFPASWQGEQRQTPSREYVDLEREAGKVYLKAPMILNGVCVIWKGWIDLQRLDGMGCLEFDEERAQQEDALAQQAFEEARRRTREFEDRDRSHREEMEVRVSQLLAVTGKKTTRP
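Read-out: AlphaScreen. Format: His-CBF-beta with biotinylated RUNX1 (30 nM each) preincubated 20 min, compound 15 min, Ni-chelate plus streptavidin beads 90 min; room temperature throughout.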
HTT cytoprotect: qHTS Multiplex Assay to Identify Dual Action Probes in a Cell Model of Huntington: Cytoprotection (ATP); PC12 HTT-Q103 induced, cytoprotection, ATP luminescence, 40 h; Potency, µM (doses to about 56.4 µM), for inactives: cytoprotection (ATP increase), usual class: activators; 0.14% of 230,000 active;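 also: potency is read from the fitted curve at half-maximal effect; % of control where 0% means no effect; nearly all actives have a fitted effect of over 45% in size; toxic huntingtin expression switched on by the ecdysone agonist tebufenozide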
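Compounds added alongside 100 nM tebufenozide, which induces toxic Q103 huntingtin exon 1-GFP in stable PC12 cells; surviving cells quantified by luminescent ATP measurement. Medium: phenol red-free DMEM, 5% equine and 5% calf serum.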
HTT aggregate: qHTS Multiplex Assay to Identify Dual Action Probes in a Cell Model of Huntington: Aggregate Formation (GFP). Potency, µM (doses to about 46.1 µM), inactives show top-dose activity change, negative = inhibition, usual class: inhibitors. AID 1688, 2009. 1.1% of 220,000 active. PC12 HttQ103-GFP aggregates, Acumen cytometry, 40 h; also: potency is read from the fitted curve at half-maximal effect; % is scaled to controls: 0 for no effect and ±100 for the full control effect; nearly all actives have a fitted effect of over 60% in size
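Read-out: GFP aggregate count by laser scanning cytometer (488 nm excitation, 500-530 nm emission, 1–25 µm objects >6 SD above background). Cells: PC12, inducible HTTex1-Q103-GFP, 100 nM tebufenozide; compounds titrated.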
Numbers without * were called inactive; ? = inconclusive; nt = no result given; & = joins results of further samples; [ ] = remark or other dose. Unless noted, calls follow the shape of the dose curve; as a rule, active = well fitted curve in the direction sought with a large enough effect; inconclusive = small, poorly fitted or top-dose-only effect, or another doubt; inactive = no such curve, though single readings can be large; an effect the other way counts as inactive or inconclusive.

SMILES	GAA inhib	GAA glycogen	aGlu spleen mod	LMNA splice mod	CBFb RUNX1 block	HTT cytoprotect	HTT aggregate
COc1ccc(NS(=O)(=O)c2ccc(O)c(NC(=O)c3ccc(S(=O)(=O)N4CCCCCC4)cc3)c2)cc1	0%	1%	-6%	?	-1%	-20%[10 µM]	-5%
O=C(CSc1nncn1-c1ccccc1)NCc1cccs1	-5%	-8%	4%	2%	-1%	5%	-7%
COc1ccccc1Cn1c(=O)c2ccccc2n2c(SCC(=O)N3CCCCC3)nnc12	-13%	17%	-1%	-11%	-2%	-17%[10 µM]	-21%
CC1CN(c2ccc(Oc3ccccc3)cc2)c2nc3c(c(=O)[nH]c(=O)n3C)n2C1 (stereo not drawn)	-5%	-3%	2%	6%	-3%	-37%	13%
Cc1ccc(Sc2ncccc2COC(=O)NC(C)C)cc1	1%	1%	-1%	-2%[9.22 µM]	5%	-31%[inhibitor]	2%
O=C(c1cc2cc(Br)cc(Br)c2oc1=O)N1CCCC1	2%	9%	-12%	-8%	-1%	6%[10 µM]	-22%
CC(C)n1cnc2cc(NCc3ccccc3O)ccc21	nt	-22%	3%	nt	0%	-25%[10 µM]	10%[9.22 µM]
O=C(C1CC1)N(CCc1ccccc1)Cc1nc2ccccc2c(=O)[nH]1	-11%	4%	2%	3%	-1%	-5%[10 µM]	-6%
CC(C)OC(=O)CNc1n[nH]c(=S)[nH]c1=O	0%	-18%	-14%	nt	0%	-12%[10 µM]	-15%[9.22 µM]
COc1ccc(NC(=O)c2cc3c(-c4ccc(OC)c(OC)c4)nn(C)c3s2)cc1OC	-7%	-5%	-5%	?	-28%	-96%[inhibitor]	-58%
CCc1ccc(NC(=S)Nc2cc(OC)c(NC(=O)C(C)C)cc2OC)cc1	2%	12µM*	2%	nt	-2%	0%[10 µM]	13%[9.22 µM]
COc1cc(C(=O)ON=C2C(C)=CC(=O)C=C2C)cc(OC)c1OC	-4%	6%	-5%	1%	-3%	0%	?
C/C(=N\Nc1cc(C)nc(-c2ccccc2O)n1)c1ccccc1	8%	-3%	0%	nt	-3%	nt	nt
Cc1ccc(NC(=O)C2CCCN2S(=O)(=O)c2ccc3c(c2)CCC(=O)N3)cc1Cl (stereo not drawn)	?	7%	-3%	?	4%	-18%	-19%
O=C(NCc1ccccc1F)C1CCN(C(=O)c2sccc2-n2cccc2)CC1	1%	-12%	-1%	nt	-4%	-24%	-2%
COc1ccccc1-n1c(SCC(=O)NC(C)(C)C)nc(O)c(Cc2ccccc2)c1=O	3%	2%	-10%	0%[0.0737 µM]	0%	-8%	-11%
COc1cc(C2c3c(-c4cc(Cl)c(C)cc4O)n[nH]c3C(=O)N2Cc2cccnc2)ccc1O (stereo not drawn)	-1%	-13%	-5%	?	-3%	-25%	?
Cc1c(CC(=O)Nc2ccc(Cl)cc2)sc2ccc(Cl)cc12	nt	4%	-4%	nt	12%	4%[10 µM]	9%[9.22 µM]
COc1ccc(OCc2cccc(C(=O)Nc3cc(C)on3)c2)cc1	?	-3%	-5%	-2%	-2%	-22%[10 µM]	-5%
CN(c1ccc(C(=O)NCCSC(C)(C)C)cc1)S(=O)(=O)c1ccccc1	9%	-4%	4%	?	6%	1%[10 µM]	1%[9.22 µM]
Cc1[nH]n(-c2ccccc2)c(=O)c1/C=N/N(C)c1ccccc1	-12%	?	2%	?	-11%	10%[10 µM]	-22%
CC(=O)Nc1ccc(S(C)(=O)=O)c(C)c1	-1%	18%	-5%	4%	0%	?	-2%
CCOC(=O)CC(=O)Nc1ccc(Br)cc1C(=O)O	-1%	4%	-1%	6%	5%	-10%	-20%
Clc1ccccc1CN1CCN(/N=C/C=C\c2ccco2)CC1	2%	-1%	-3%	3%[46 µM]	-21%	-15%	2%
CC(=O)CCc1c(C)c2cc(C)ccc2[nH]c1=O	-11%	-10%	-8%	-6%	2%	-14%	0%
O=C1CCCC(O)=C1Sc1ccccc1C(=O)O	5%	6%	-1%	nt	?	-37%	11%[9.22 µM]
O=C(CSc1nnc2scc(-c3ccccc3)n12)NCc1ccc2c(c1)OCO2	-8%	1%	-3%	4%	11%	-9%[0.074 µM]	1%
Cc1cccc(C)c1NC(=O)/C(=C/c1ccco1)c1ccccc1	-1%	-10%	-10%	-5%	-5%	-14%	-10%
Cc1cc2nc(-c3ccc(SCC(=O)N4CCOCC4)nc3)[nH]c2cc1C	-5%	-2%	-7%	-16%	11%	-88%[inhibitor]	12%
CN(C(=O)c1coc(=O)c2ccccc12)c1ccc(Br)cc1	6%	-3%	8%	-29%[46 µM]	-11%	-3%	-2%
CC(C)(O)C#Cc1ccc(CN2CCN(C3CCCC3)C(CCO)C2)cc1 (stereo not drawn)	?	19%	-12%	nt	5%	2%[10 µM]	-14%[9.22 µM]
O=C(CC12CC3CC(CC(C3)C1)C2)NC(=S)Nc1ccc(CN2CCOCC2)cc1	?	9%	5%	?	-1%	4%[10 µM]	-32%
O=S1(=O)CC/C(=N\Nc2ccccc2)c2ccsc21	4%	25µM*	-17%	?	-10%	-37%[inhibitor][1.9 µM]	1%[9.22 µM]
COC(=O)c1cc2ccsc2n1CC(=O)N(C)c1ccccc1	-6%	-7%	-7%	-25%	5%	5%[10 µM]	-26%
NCCS(=O)O	nt	nt	1%&6%&2%	?	-8%	3%	nt
CCOC(=O)C1(Cc2ccc(OC)cc2)CCN(C(=O)CC2CCC(=O)N2)CC1 (stereo not drawn)	nt	-3%	0%	nt	22%	-3%[10 µM]	2%[9.22 µM]
O=C(NCCCO)/C(=C\C=C\c1ccccc1)NC(=O)c1ccccc1Cl	-6%	-6%	7%	-15%	5%	?	-8%
O=C1c2ccncc2C(=O)N1CO	-10%	6%	-6%	3%	-2%	-25%[0.074 µM]	-2%
CC(C)(C)NC(=O)c1ccc(COCC(F)(F)F)o1	3%	-6%	-5%	7%	3%	-2%[0.074 µM]	-4%
C#CCOCCOCCOCCNc1nc(N2CCN(C(=O)[C@H](CCCCN)n3cc([C@@H](N)CC(C)C)nn3)CC2)nc(N2CCN(C(=O)[C@H](Cc3cc4ccccc4[nH]3)n3cc([C@@H](N)Cc4ccc(O)cc4)nn3)CC2)n1	nt	-2%	-2%	nt	-1%	8%[10 µM]	-3%[9.22 µM]

Some of the entries so far, with bars between the fields.
structure | GAA inhib | GAA glycogen | aGlu spleen mod | LMNA splice mod | CBFb RUNX1 block | HTT cytoprotect | HTT aggregate
COC(=O)c1cc2ccsc2n1CC(=O)N(C)c1ccccc1 | -6% | -7% | -7% | -25% | 5% | 5%[10 µM] | -26%
O=C(CSc1nnc2scc(-c3ccccc3)n12)NCc1ccc2c(c1)OCO2 | -8% | 1% | -3% | 4% | 11% | -9%[0.074 µM] | 1%
Cc1cc2nc(-c3ccc(SCC(=O)N4CCOCC4)nc3)[nH]c2cc1C | -5% | -2% | -7% | -16% | 11% | -88%[inhibitor] | 12%
CC(C)(C)NC(=O)c1ccc(COCC(F)(F)F)o1 | 3% | -6% | -5% | 7% | 3% | -2%[0.074 µM] | -4%

Next structures:
SMILES	GAA inhib	GAA glycogen	aGlu spleen mod	LMNA splice mod	CBFb RUNX1 block	HTT cytoprotect	HTT aggregate
CC1=[N+](C)N(c2ccccc2)C(=O)C1N=Cc1ccccc1Cl (stereo not drawn)	1%	?	3%	-2%	14%	-9%[10 µM]	3%
CC1(C)CC(=O)C2=C(C1)Nc1nc(SCCN3CCOCC3)[nH]c(=O)c1C2c1cccs1 (stereo not drawn)	-1%	-2%	3%	-2%	3%	-11%	7%
CC(=O)c1sc(NC(=O)C(C)C)nc1C	?	1%	-12%	4%	3%	27%	-9%
O=c1cc(N2CCN(c3ccc(F)cc3)CC2)[nH]c(=O)n1C1CCCCC1	0%	3%	-6%	17%	0%	-20%	-4%
COc1ccccc1C(=O)NNC(=S)NC(=O)c1ccco1	2%	?	3%	?	-3%	?	-8%
CN(CC/C=C1/c2ccccc2CSc2ccccc21)CCCO	-6%	3%	-6%	?	-2%	nt	?
COc1ccc(C(=O)Nc2ccc(-c3ccc(NC(=O)c4ccc(OC)cc4)c(OC)c3)cc2OC)cc1	10%	1%	3%	5%	5%	1%[10 µM]	10%
Cc1ccc(N/C(N)=N/c2nc(CSc3nnc(N)s3)cc(=O)[nH]2)cc1	nt	0%	-2%	nt	5%	-13%[10 µM]	-3%[9.22 µM]
OC1(c2ccccc2)CCN(Cc2ccccc2)CC1	-10%	-2%	6%	nt	3%	-25%	-4%
CC(NC(=O)c1cccc2ccccc12)c1ccc2c(c1)CCCC2 (stereo not drawn)	0%	8%	3%	?	10%	-34%[10 µM]	-11%
CCN(CC)CCC(=O)NC(C)(C)Cc1ccc(O)cc1	-3%	1%	-8%	3%	-1%	-31%	8%
C=CCn1c(=O)c2ccccc2n2c(SCC(=O)NCc3cccs3)nnc12	-6%	-9%	7%	-5%	0%	-12%	-10%
COc1ccc(C)cc1S(=O)(=O)NCCc1ccccc1	-6%	-2%	2%	-9%	4%	2%	15%
O=S(=O)(c1ccc2c(c1)N(Cc1ccc(Cl)cc1)C1CCCN21)N1CCOCC1 (stereo not drawn)	?	4%	2%	13%	-2%	-31%	1%
O=C(COC(=O)Cc1ccsc1)Nc1ccccc1	-6%	-3%	1%	-6%[46 µM]	23%	-24%	0%
CC(N)=NCCCC[C@H](N)C(=O)O	nt	nt	10%	nt	6%[21.7 µM]	-7%	nt
CCCC/C(C)=N/NC(=O)c1cn(-c2ccccc2)nc1-c1ccccc1	-5%	-19%	-2%	-18%	1%	5%[10 µM]	21%
COC1CCCN(C(=O)c2ccc(OC3CCN(CCc4ccccc4)CC3)cc2)C1 (stereo not drawn)	-14%	13%	3%	7%[46 µM]	-4%	-17%[10 µM]	-15%[9.22 µM]

Screening data (PubChem BioAssay)
